Screens deposited in PubChem BioAssay by National Center for Advancing Translational Sciences (NCATS).
KB-V1 cytotox: qHTS assay for MDR1-selective chemotherapeutics: Primary screen using the drug-selected MDR subline cells KB-V1. KB-V1 MDR cells viability, CellTiter-Glo, 72 h. Potency, µM (top dose mostly 46.1 µM), inactives show at the highest dose activity change, negative = cytotoxicity, hits mostly cytotoxic. hit rate 3.4% among 400,000; note: potency is the fitted concentration of half-maximal effect; % is set by controls: 0 for no effect and ±100 for the full control effect; nearly all actives have a fitted effect of over 60% in size
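Luminescent ATP read-out (CellTiter-Glo, 10 min) measures survival of drug-selected KB-V1 MDR cells after 72 h, 37 degrees C compound exposure. Medium: phenol-red-free DMEM, 10% FBS. Values from fitted concentration-response curves.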
KB-3-1 tox: qHTS assay for MDR1-selective chemotherapeutics: Primary screen using the parental adenocarcinoma cell KB-3-1; KB-3-1 viability, CellTiter-Glo ATP luminescence, 72 h; Potency, µM (series often up to 46.1 µM), without a hit: at the highest dose activity change, negative = cytotoxic, hits mostly cytotoxic; hit rate 1.4% among 400,000; note: potency is the fitted concentration of half-maximal effect; % is set by controls: 0 for no effect and ±100 for the full control effect; nearly all actives have a fitted effect of over 60% in size
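Cells are dispensed, compounds pinned in, plates held at 37 °C for 72 h, then CellTiter-Glo is added and luminescence read after 10 minutes. Cell line: parental KB-3-1 in phenol-red-free DMEM, 10% FBS.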
IL-1B inflam inh: qHTS for Inhibitors of Inflammasome Signaling: IL-1-beta AlphaLISA Primary Screen; THP-1 LPS/ATP IL-1B secretion, AlphaLISA, 16 h; active compounds read low; activity change, % at 57.5 µM; hit rate 4.7% among 360,000; AID 743279, 2014; in the data active = activity change below about -50%; inconclusive = mostly about -30% to -49%; note: % is set by controls: 0 for no effect and ±100 for the full control effect
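Secreted IL-1B measured by AlphaLISA bead assay after 16 h compound exposure of THP-1 cells; compounds (final up to 57.5 uM) added 1 h before LPS (250 ng/mL) and ATP (1.25 mM) stimulation; lower signal means less secretion.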
ATXN2 expr inh: Primary qHTS for Inhibitors of ATXN expression. HEK-293 ATXN2-luciferase reporter, luminescence, 24 h. Potency, µM (top dose mostly 57 µM), for the others: at the top dose activity change, negative = inhibition, usual class: inhibitors. hit rate 0.72% among 360,000. AID 1745845, 2022; note: potency is the fitted concentration of half-maximal effect; % is set by controls: 0 for no effect and ±100 for the full control effect; nearly all actives have a fitted effect of over 55% in size
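qHTS (up to 57 uM final) was run with 24 h compound exposure of reporter cells at 37 °C. Each well was multiplexed: SteadyGlo luminescence measured ATXN2-luciferase expression after a fluorogenic Gly-Phe-AFC viability readout (25 uM final).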
S2 tox: Viability Counterscreen for Primary qHTS for Inhibitors of ATXN expression; S2 cells (HEK-293 line with an ATXN2-luciferase reporter) viability, CellTiter-Fluor protease fluorescence, 24 h; Potency, µM (doses to about 56.7 µM), hits mostly cytotoxic; hit rate 0.49% among 400,000; note: potency is the fitted concentration of half-maximal effect; nearly all actives have a fitted effect of over 40% in size
HT1080 IDH1KD tx: qHTS for induction of synthetic lethality in tumor cells producing 2HG: qHTS for the HT-1080-IDH1KD cell line; HT-1080 IDH1 knockdown viability, ATP luminescence, 48 h; Potency, µM (series often up to 46.1 µM), without a hit: top-dose activity, negative = toxicity, hits mostly cytotoxic; hit rate 2% among 360,000; AID 686971, 2013;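 note: potency is the fitted concentration of half-maximal effect; 0% = DMSO wells and -100% = cell-free medium wells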
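Luminescent ATP read-out (CellTiter-Glo, 10 min at room temperature) after 48 h compound exposure at 37 °C gave viability of IDH1-knockdown HT-1080 cells. Activity was normalised to DMSO and cell-free wells, then fitted as concentration-response curves.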
SW480 rereplic: A quantitative high throughput screen for small molecules that induce DNA re-replication in SW480 colon adenocarcinoma cells; SW480 DNA re-replication, Hoechst DNA content imaging, 48 h; AID 624297, 2012; hit rate 1.8% among 340,000; Potency, µM (doses to about 46.1 µM), inactives show top-dose re-replication activation, usual class: activators; note: potency is the fitted concentration of half-maximal effect; % of control where 0% means no effect; nearly all actives have a fitted effect of over 55% in size
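First, 250 cells per well were seeded. Next, compound or vehicle (23 nL) was pinned in, plates sat 48 hr at 37 C. Finally Hoechst was added for 40 min before fluorescence scanning.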
HT1080-NT tox: qHTS for induction of synthetic lethality in tumor cells producing 2HG: qHTS for the HT-1080-NT fibrosarcoma cell line | HT-1080-NT fibrosarcoma viability, CellTiter-Glo ATP luminescence, 48 h | hit rate 1.6% among 360,000 | Potency, µM (titrated, usually from 46.1 µM), for inactives: at the top dose activity, negative = less viability, usual class: cytotoxic;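 note: NT is the 2HG producing partner of a matched IDH1 knockdown line; potency is the fitted concentration of half-maximal effect; 0% = DMSO-treated cells and -100% = media-only wells without cells; nearly all actives have a fitted effect of over 55% in size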
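Read-out is CellTiter-Glo luminescence after 10 minutes at room temperature, following 48 hours' compound treatment of HT-1080-NT cells (750 cells/well, RPMI, 5% FBS, 37 degrees C).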
MCF10A rerep: A quantitative high throughput screen for small molecules that induce DNA re-replication in MCF 10a normal breast cells. MCF 10A DNA re-replication, Hoechst nuclear intensity, 48 h. Potency, µM (top dose mostly 46.1 µM), for the others: at the highest dose activity, positive = re-replication, usual class: activators. hit rate 2.9% among 350,000. AID 624296, 2012; note: potency is the fitted concentration of half-maximal effect; % of control where 0% means no effect; nearly all actives have a fitted effect of over 50% in size
* marks the source's active call; other numbers are inactive results; i = inactive; u = inconclusive; x = not tested or not shown; [ ] = dose if it differs, or a comment. Unless noted, calls come from the whole dose curve; as a rule, active = well fitted curve in the direction sought with a large enough effect; inconclusive = small, poorly fitted or top-dose-only effect, or another doubt; inactive = no such curve, though single readings can be large; an effect the other way counts as inactive or inconclusive.

(1) CC1CCc2c(sc(NC(=S)NC(=O)c3ccccc3)c2C#N)C1 (stereo not given)
(2) N#C/C(=C(/O)COc1ccc(Cl)cc1)c1nc2ccccc2s1
(3) O=C(COc1ccccc1)N1CCN=C1SCc1ccccc1
(4) N#CC1=C(N)Oc2cc(N)ccc2C1c1ccc(F)cc1 (stereo not given)
(5) Cc1cc(=O)c(C(=O)O)nn1-c1ccccc1F
(6) O=C(NCc1cccs1)C(=O)NCC(c1ccco1)N1CCN(c2ccccc2F)CC1 (stereo not given)
Assay by compound	1	2	3	4	5	6
KB-V1 cytotox	2%	13µM*	6%	-24%	4%	u
KB-3-1 tox	u	u	-6%	u	2%	-15%
IL-1B inflam inh	-10	19	-11	-5	6	17
ATXN2 expr inh	52%[activator]	26%	3%	-17%	30%	-13%
S2 tox	i	i	i	i	i	i
HT1080 IDH1KD tx	24%	-6%	-5%	u	1%	-14%
SW480 rereplic	0%	0%	-4%	u	-12%	-8%
HT1080-NT tox	14%	-9%	-6%	-22%	14%	-10%
MCF10A rerep	-8%	16µM*	-1%	u	6%	19%

Copied from the list.
IL-1B inflam inh, entry 5 = 6
IL-1B inflam inh, entry 3 = -11

The list goes on.
(7) COc1ccc(C(=O)NN(C)c2nc(C(F)(F)F)nc3ccccc23)cc1
(8) CCOc1cc(/C=C2\C(=N)N3N=C(N4CCCCC4)SC3=NC2=O)ccc1OC(=O)c1ccco1
(9) O=C(NC1CCCC1)C(c1ccncc1)N(CCCN1CCOCC1)C(=O)c1ccc(-c2ccccc2)[nH]1 (stereo not given)
(10) Cc1ccc(NC(=O)/C(=C\C=C\c2ccccc2)NC(=O)c2ccccc2)cc1
(11) Cc1ccc(C)c(-c2cc(C(=O)Nc3cccc(C(=O)O)c3)c3ccccc3n2)c1
(12) CN(C(=O)COC(=O)c1nc(Cl)ccc1Cl)c1ccccc1
Assay by compound	7	8	9	10	11	12
KB-V1 cytotox	0.73µM*	u	9%	1%	6%	14%
KB-3-1 tox	0.82µM*	10%	1%	4%	2%	-16%
IL-1B inflam inh	94	32	u	-15	49	-2
ATXN2 expr inh	27%	0%	x	11%	-30%	2%
S2 tox	u	i	i	i	u	i
HT1080 IDH1KD tx	0.0065µM*	0%	-11%	14%	0%	4%
SW480 rereplic	u	0%	-4%	-1%	-1%	-5%
HT1080-NT tox	u	0%	-13%	19%	-2%	1%
MCF10A rerep	0.033µM*	5%	-2%	2%	6%	-7%

(13) CC1(C)C2CCC1(CS(=O)(=O)Nc1cccc(S(N)(=O)=O)c1)C(=O)C2 (stereo not given)
(14) CC(C)(C(=O)N1CCC1(C)C(=O)Nc1ccccc1Br)c1ccccc1 (stereo not given)
(15) O=C(CNC(=S)N(Cc1ccccc1F)C1CCCCC1)NCCN1CCOCC1
(16) CC(C)C[C@@H](CN1CCCC1CN1C(=S)NC[C@@H]1Cc1ccc(O)cc1)N1C[C@H](Cc2ccc(O)cc2)N(CC2CCCCC2)C1=S (stereo not given in full)
(17) N#CCC(=O)Nc1ccc(C(=O)NCc2ccccn2)cc1
(18) CCOC(=O)c1cnc2c(cnn2C)c1NCCC#N
Assay by compound	13	14	15	16	17	18
KB-V1 cytotox	2%	u	u	u	2%	9%
KB-3-1 tox	3%	1%	-6%	u	2%	24%
IL-1B inflam inh	13	0	-4	-87*	-10	-3
ATXN2 expr inh	x	13%	-21%	u	x	-2%
S2 tox	i	i	i	u	i	i
HT1080 IDH1KD tx	-4%	10%	4%	u	6%	-3%
SW480 rereplic	2%	x	-4%	u	-4%	-19%
HT1080-NT tox	1%	2%	-2%	18µM*	11%	7%
MCF10A rerep	-4%	x	26%	7.3µM*	0%	u

(19) CCOC(=O)c1c(S(=O)(=O)Nc2cccc(Cl)c2)c(C)n(C)c1C
(20) CCOc1ccc(NC(=O)Nc2ccc(N(C)C(C)=O)cc2)cc1
(21) Cc1ccc(NC(=O)COc2ccc(/C=C3/SC(=Nc4ccccc4)N(Cc4cccnc4)C3=O)cc2)cc1
(22) COc1cccc(Nc2nc(-c3ccc(O)cc3)cs2)c1
(23) O=S(=O)(NC1CCCC1)c1ccc(Br)s1
(24) COc1ccc(N2C(=O)/C(=C/c3ccc([N+](=O)[O-])cc3)N=C2C)c(OC)c1
Assay by compound	19	20	21	22	23	24
KB-V1 cytotox	2%	10%	16µM*	-31%	-19%	-20%
KB-3-1 tox	-19%	14%	u	3%	-2%	-9%
IL-1B inflam inh	-7	21	-2	12	-4	8
ATXN2 expr inh	-3%	14%	14µM*	43%[activator]	4%	-16%
S2 tox	i	i	u	i	i	u
HT1080 IDH1KD tx	-16%	8%	7%	u	-2%	0%
SW480 rereplic	8.2µM*	2%	u	2%	-18%	1%
HT1080-NT tox	-20%	2%	7%	4%[9.24 µM]	-4%	10%
MCF10A rerep	14%	u	u	2%	2%	25%

(25) CC1(C2CC2)NC(=O)N(CC(=O)Nc2ccc(OC(F)F)cc2)C1=O (stereo not given)
(26) O=C(CCc1ccccc1)Nc1cc(C(F)(F)F)ccc1Cl
(27) Cc1cccc(CNC(=O)C(C)n2nc(C)c3c(C)n(-c4ccccc4)nc3c2=O)c1 (stereo not given)
(28) O=C(NCc1ccc2c(c1)OCO2)C1CCCCC1
(29) CCn1c(SCC(=O)N2CCCC2)nc2c1c(=O)n(C)c(=O)n2C
(30) COC(=O)C(C(=O)OC)C(C[N+](=O)[O-])c1ccc(OC)cc1 (stereo not given)
Assay by compound	25	26	27	28	29	30
KB-V1 cytotox	0%	-29%	-24%	18%	-18%	1%
KB-3-1 tox	u	11%	-11%	5%	-3%	4%
IL-1B inflam inh	-21	-15	12	-7	-4	21
ATXN2 expr inh	x	3%	-11%	23%	-8%	1%
S2 tox	u	i	i	i	i	i
HT1080 IDH1KD tx	6%	-2%	4%	-9%	-10%	5%
SW480 rereplic	x	-10%	-10%	-6%	-9%	u
HT1080-NT tox	16%	1%	-1%	-8%	-4%	15%
MCF10A rerep	x	0%	-3%	6%	4%	16%

(31) Cc1cccc(C)c1NC(=O)CNC(=O)CCNC(=O)c1ccco1
(32) CCOC(=O)C1CCCN(C(=O)c2cccc(N3C(=O)c4ccccc4C3=O)c2)C1 (stereo not given)
(33) C#CCOCCOCCOCCNc1nc(N2CCN(C(=O)CCCCCCCCCCNC(=O)[C@H](CCCCN)n3cc(CCO)nn3)CC2)nc(N2CCN(C(=O)CCCCCCCCCCNC(=O)[C@H](CCCN=C(N)N)n3cc(C[C@@H](C)CC)nn3)CC2)n1
(34) COC(=O)C1(CC2CC(c3ccncc3)=NO2)CCN(C(=O)OC(C)(C)C)CC1 (stereo not given)
(35) CCc1ccc(NC(=O)c2ccc(Cn3cc([N+](=O)[O-])cn3)cc2)cc1
(36) CCOCC(=O)Nc1nnc(COCC)s1
Assay by compound	31	32	33	34	35	36
KB-V1 cytotox	14%	23%	7%	u	4.6µM*	18%
KB-3-1 tox	3%	17%	u	-12%	3%	5%
IL-1B inflam inh	3	-6	-98*	8	3	16
ATXN2 expr inh	10%	x	20µM*	-3%	5%	1%
S2 tox	i	i	18µM*	i	u	i
HT1080 IDH1KD tx	8%	9%	u	6%	1%	0%
SW480 rereplic	-4%	-9%	-7%	0%	1%	-5%
HT1080-NT tox	0%[9.24 µM]	-2%	u	8%	3%	7%
MCF10A rerep	0%	2%	25%	u	1%	-2%

3 entries out of the list, sorted by SMILES length, low to high.
(23) O=S(=O)(NC1CCCC1)c1ccc(Br)s1
(17) N#CCC(=O)Nc1ccc(C(=O)NCc2ccccn2)cc1
(6) O=C(NCc1cccs1)C(=O)NCC(c1ccco1)N1CCN(c2ccccc2F)CC1 (stereo not given)
Assay by compound	23	17	6
KB-V1 cytotox	-19%	2%	u
KB-3-1 tox	-2%	2%	-15%
IL-1B inflam inh	-4	-10	17
ATXN2 expr inh	4%	x	-13%
S2 tox	i	i	i
HT1080 IDH1KD tx	-2%	6%	-14%
SW480 rereplic	-18%	-4%	-8%
HT1080-NT tox	-4%	11%	-10%
MCF10A rerep	2%	0%	19%

Later entries
(37) COc1ccccc1CC(=O)N1CCN(c2ccccc2F)CC1
(38) CS(=O)(=O)N(CC(=O)Nc1ccccc1C(=O)N1CCOCC1)c1ccccc1
(39) CCOC(=O)NC1(C(F)(F)F)NC(=O)N(C2CCCCC2)C1=O (stereo not given)
(40) COc1ccc(CCNC(=O)c2ccccc2C(=O)NCCc2ccc(OC)c(OC)c2)cc1OC
(41) CCCOc1ccc(C(=O)CCC(=O)OC(C)C(=O)Nc2ccc(NC(C)=O)cc2)cc1 (stereo not given)
(42) COc1ccc(NC(=O)CN(C)C(=O)C2CC(=O)N(CCc3ccc(OC)c(OC)c3)C2)cc1 (stereo not given)
Assay by compound	37	38	39	40	41	42
KB-V1 cytotox	-25%	-1%	-10%	0%	7%	16%
KB-3-1 tox	0%	11%	15%	-1%	8%	3%
IL-1B inflam inh	-9	-12	13	-2	10	11
ATXN2 expr inh	x	-5%	-10%	14%	0%	0%
S2 tox	i	i	i	i	i	i
HT1080 IDH1KD tx	10%	1%	7%	24%	0%	13%
SW480 rereplic	-11%	-4%	0%	-2%	-6%	-103%[inhibitor]
HT1080-NT tox	7%	-3%	2%	u	4%	14%
MCF10A rerep	12%	-3%	1%	-3%	1%	3%

Results in sequence from above.
Compounds 37–42 in S2 tox: i, i, i, i, i, i
